IMPase Li inh – IMPase inhibition in cells with lithium potentiation; 0.35% of 210,000 active; CHO-M1 cells, IP1 TR-FRET (IP-One), carbachol + lithium; Potency, µM (doses to about 59.4 µM), without a hit: at the highest dose activity, negative = IMPase inhibition, usual class: inhibitors;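 note: IP1 builds up when IMPase is blocked and the TR-FRET signal falls; plate controls were basal vehicle for no effect and high inhibitor control for full effect; nearly all actives have a fitted effect of over 50% in size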
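CHO cells stably expressing M1 receptor (2000/well, cultured 16–30 h) treated 30 min at 37C with compound plus low lithium. Cytosolic IP1 by TR-FRET (665/620 ratio and 620 channel) after 10 min lysis; AC50 by Hill fit.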
GAA glycogen – inhibitors or activators of human alpha-glucosidase glycogen cleavage | Potency, µM (top dose mostly 76.4 µM), for inactives: top-dose activity change, negative = inhibition, usual class: inhibitors | 0.38% of 300,000 active | P10253 | recombinant GAA, glycogen substrate, Amplex Red glucose oxidase fluorescence | AID 2100;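 note: 0% = full enzyme reaction and -100% = no-enzyme basal signal; the screen sought inhibitors and activators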
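Recombinant human alpha-glucosidase (4 nM final) hydrolysed bovine liver glycogen (30 ug) for 40 min at 37 C in pH 5.0 citrate/phosphate with 0.01% Tween-20. Released glucose detected by glucose oxidase/Amplex Red, Ex 573/Em 610 nm. Compounds up to 77 uM; AC50 from Hill fits.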
RGS12 GoLoco inh – blocks human Gai1 binding to RGS12 GoLoco peptide, red readout. 0.44% of 230,000 active. P63096. Potency, µM (titrated, usually from 61.6 µM), for the others: top-dose activity, negative = inhibition, hits mostly inhibitors. Gai1:RGS12 GoLoco peptide FP, rhodamine, 10 min; active = well fitted inhibition curve with a large enough effect, not every such curve was filed as active; inactive = no such curve, though single readings can be large or run the other way; note: % is set by controls: 0 for no effect and ±100 for the full control effect; nearly all actives have a fitted effect of over 30% in size; many of its hits are not listed in these tables
Target sequence (P63096 whole entry, looked up): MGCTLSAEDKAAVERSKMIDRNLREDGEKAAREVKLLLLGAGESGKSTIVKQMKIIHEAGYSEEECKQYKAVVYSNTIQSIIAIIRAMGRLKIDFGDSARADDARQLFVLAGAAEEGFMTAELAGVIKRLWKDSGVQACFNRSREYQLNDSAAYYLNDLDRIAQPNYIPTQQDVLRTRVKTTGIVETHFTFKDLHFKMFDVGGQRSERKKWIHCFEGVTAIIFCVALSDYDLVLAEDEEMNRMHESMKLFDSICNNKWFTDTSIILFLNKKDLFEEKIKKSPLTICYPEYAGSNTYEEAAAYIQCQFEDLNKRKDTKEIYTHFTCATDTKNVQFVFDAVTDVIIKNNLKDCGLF
HTT ATP protect – cytoprotection in Huntington HTT-Q103 PC12 cell model. PC12 HTT-Q103 induced, cytoprotection, ATP luminescence, 40 h. Potency, µM (titrated, usually from 56.4 µM), without a hit: cytoprotection (ATP increase), hits mostly activators. 0.14% of 230,000 active;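 note: % of control where 0% means no effect; nearly all actives have a fitted effect of over 45% in size; toxic huntingtin expression switched on by the ecdysone agonist tebufenozide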
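Huntington model: PC12 line, ecdysone-inducible HTTQ103 exon1–GFP, tebufenozide 100 nM. Test articles in a dose series. Endpoint luminescence from cellular ATP.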
HTT aggregate – inhibitors of mutant huntingtin aggregate formation in PC12 cells; PC12 HttQ103-GFP aggregates, Acumen cytometry, 40 h; Potency, µM (top dose mostly 46.1 µM), for the others: at the top dose activity change, negative = inhibition, actives largely listed as inhibitors; 1.1% of 220,000 active; note: % is set by controls: 0 for no effect and ±100 for the full control effect; nearly all actives have a fitted effect of over 60% in size
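PC12/HTTQ103-GFP, ecdysone-inducible; teb 100 nM; cpd qHTS titration; GFP aggregates read on laser cytometer, Ex 488/Em 500-530 nm.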
GAA inhib – inhibitors of human lysosomal alpha-glucosidase; P10253; purified human GAA, 4-MU-alpha-glucoside fluorescence; Potency, µM (highest dose often 76.9 µM), without a hit: at the top dose activity change, negative = inhibition, actives largely listed as inhibitors; 0.005% of 200,000 active; AID 1466;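 note: plate controls were uninhibited enzyme wells for no effect and no-enzyme background for full effect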
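AC50 values come from Hill fits of compound titrations (up to 77 uM) against 4 nM human enzyme. Substrate 4-methylumbelliferyl-alpha-D-pyranoside at 400 uM, pH 5.0 citrate buffer, 20 min room temperature; fluorescence Ex 365/Em 440 after alkaline stop.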
aGlu spleen mod – inhibits or activates alpha-glucosidase in human spleen homogenate; human spleen homogenate, 4-MU-alpha-glucoside fluorescence; P10253; Potency, µM (highest dose often 79.9 µM), without a hit: at the highest dose activity change, negative = inhibition, hits mostly inhibitors; AID 2112; 0.006% of 240,000 active;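 note: 0% = enzyme with vehicle and -100% = no enzyme basal signal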
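Human spleen homogenate (1 ug) with 4-methylumbelliferyl-alpha-D-glucopyranoside (1 mM final) in 50 mM citrate/phosphate pH 5.0, 0.01% Tween-20; 40 min at 37 C. Stopped at pH 10; 4-MU fluorescence Ex 365/Em 440 nm; AC50 by Hill fit.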
* hit, by the source's call; ? = inconclusive; · = not tested or not shown; & = joins results of further samples; [ ] = remark or other dose. Unless noted, calls come from the whole dose curve; as a rule, active = well fitted curve in the direction sought with a large enough effect; inconclusive = small, poorly fitted or top-dose-only effect, or another doubt; inactive = no such curve, though single readings can be large; an effect the other way counts as inactive or inconclusive. Potency is the fitted concentration of half-maximal effect. Only part of the results is shown; the hit share may differ from the screen's.

Compound	IMPase Li inh	GAA glycogen	RGS12 GoLoco inh	HTT ATP protect	HTT aggregate	GAA inhib	aGlu spleen mod
CCOc1ccc(N(CC(=O)Nc2c(C)n(C)n(-c3ccccc3)c2=O)S(=O)(=O)c2ccccc2)cc1	11%	-9%	9%	23%[10 µM]	24%[9.22 µM]	-13%	-7%
O=C(c1ccc(F)cc1)N1CCC(n2nnc3ccccc32)CC1	14%	-15%	8%	-18%[10 µM]	-27%[9.22 µM]	?	2%
O=C(OCc1csc(Nc2ccccc2)n1)c1ccc(Cl)cc1	2%	-7%	-5%	2%[10 µM]	-4%	-1%	-2%
COc1cccc(-c2csc(N3CCN(CC(=O)Nc4ccc5c(c4)OCO5)CC3)n2)c1	39%[activator][38.3 µM]	-12%	-10%	-8%[10 µM]	-21%	-8%	0%
N#C/C(=C\c1ccc(O)c(O)c1)C(=O)NCc1ccccc1	18%&13%&3%&21%	·	4%&-2%&-6%&-11%	-130%[inhibitor]	·	·	7%&-1%&-5%&-10%
Cn1cccc1C(=O)c1ccc(Cl)cc1Cl	7%[38.3 µM]	0%	-3%	-16%[10 µM]	-10%	-4%	-4%
O=C(Nc1nnc(Cc2ccc([N+](=O)[O-])cc2)s1)c1ccc2c(c1)OCO2	·	-6%	10%	10%[10 µM]	-38%[9.22 µM]	·	0%
COn1c(SCC(=O)N(C)C)nc2ccccc2c1=O	-12%[38.3 µM]	-4%	-4%	-8%[0.074 µM]	1%	-5%	-15%
O=C(Nc1sc2c(c1C(=O)NCC1CCCO1)CCCC2)c1cccs1 (configuration not stated)	-2%[38.3 µM]	-22%	9%	-30%	-11%	1%	-7%
COc1cc(C#N)c(N=C(SCC#N)N2CCOCC2)cc1OC	1%	12%	16%	6%[10 µM]	24%	-1%	6%
Cn1c(S(=O)(=O)Cc2ccc(Cl)cc2)nc2ccccc21	6%	-9%	13%	15%[10 µM]	2%[9.22 µM]	8%	2%
C/C(=N\NC(=O)Cc1c(C)[nH][nH]c1=O)c1ccc2ccccc2c1	3%	?	-12%	1%[10 µM]	20%	0%	-11%
C=CCNCc1cccn1-c1ccccc1	10%[38.3 µM]	-11%	4%	1%[10 µM]	-6%	-7%	1%
COc1cccc(-c2nc(N3CCN(Cc4ccccc4)CC3)c3ccccc3n2)c1O	9%[38.3 µM]	18%&4%	19%&10%	-12%	-1%	?	29%&4%
O=c1[nH]c2ccccc2n2c(=S)[nH]nc12	·	-28%	4%	17%[10 µM]	-2%[9.22 µM]	-3%	0%
NC(=O)SCC(=O)Nc1cccc(Cl)c1	25%[38.3 µM]	2%	35%[activator]	-5%	12%	2%	-1%
O=C(COc1ccc(Cl)cc1)Nc1ccc(C(=O)NCc2cccnc2)cc1	34%[activator][38.3 µM]	-6%	-3%	-113%[inhibitor]	?	0%	-4%
CCCn1c(SCC(=O)Nc2cccc(S(=O)(=O)N3CCCC3)c2)n[nH]c1=O	13%	0%	-1%	-39%	7%	10%	2%
CCOC(=O)c1c(C2CCN(C(=O)OCC)CC2)nc2ccccn12	1%[38.3 µM]	11%	5%	-11%	-17%	1%[15.4 µM]	-5%
O=C(c1ccncc1)N1CCN(C2CCCCC2)CC1	1%	-5%	11%	-7%[10 µM]	-1%[9.22 µM]	9%	1%

The final 5 compounds of the section before lead into the next.
Compound	IMPase Li inh	GAA glycogen	RGS12 GoLoco inh	HTT ATP protect	HTT aggregate	GAA inhib	aGlu spleen mod
NC(=O)SCC(=O)Nc1cccc(Cl)c1	25%[38.3 µM]	2%	35%[activator]	-5%	12%	2%	-1%
O=C(COc1ccc(Cl)cc1)Nc1ccc(C(=O)NCc2cccnc2)cc1	34%[activator][38.3 µM]	-6%	-3%	-113%[inhibitor]	?	0%	-4%
CCCn1c(SCC(=O)Nc2cccc(S(=O)(=O)N3CCCC3)c2)n[nH]c1=O	13%	0%	-1%	-39%	7%	10%	2%
CCOC(=O)c1c(C2CCN(C(=O)OCC)CC2)nc2ccccn12	1%[38.3 µM]	11%	5%	-11%	-17%	1%[15.4 µM]	-5%
O=C(c1ccncc1)N1CCN(C2CCCCC2)CC1	1%	-5%	11%	-7%[10 µM]	-1%[9.22 µM]	9%	1%
COc1cc2c(cc1OC)CN(Cc1cccs1)CC2	17%[38.3 µM]	4%	0%	3%[10 µM]	-5%	-9%	-5%
O=C(NCC1CCCO1)Nc1cc(Cl)cc(Cl)c1 (configuration not stated)	-2%	-11%	16%	-43%[inhibitor]	-8%	?	-12%
COc1ccc(/C=C\c2onc(C)c2S(=O)(=O)N2CCC(C(=O)NCCC(C)C)CC2)cc1	9%[38.3 µM]	-12%	2%	14%	5%	5%[15.4 µM]	0%
CC(C)(C)N(C(=O)Cn1nnc(-c2ccc(F)cc2)n1)C(C(=O)NC1CCCC1)c1ccncc1 (configuration not stated)	7%	-10%	5%	7%[10 µM]	7%	6%	-6%
C/C(CC(=O)N(C(C)C)C(C)C)=N\NC(=O)c1ccccc1Br	-4%	8%	4%	·	-7%	-4%	0%
COc1cccc(C(C#N)N2CCCCC2)c1O (configuration not stated)	18%[38.3 µM]	19%	-7%	2%	8%	-7%	-5%
CC(=O)Nc1ccc2[nH]c(C)cc(=O)c2c1	-3%[38.3 µM]	8%	5%	10%[10 µM]	9%	3%	2%
COc1ccc(NCc2nnc(SCC(=O)Nc3ccccc3OC)o2)cc1	29%[38.3 µM]	-8%	3%	16%	18%	-10%	4%
CCc1c(C)[nH]c2c(C)cccc2c1=O	-10%[38.3 µM]	-7%	0%	9%[10 µM]	-17%	-7%	-9%
Cc1nn(C)c(C(=O)N2CCc3ccccc32)c1Br	6%	4%	-8%	-6%[10 µM]	8%	0%	-3%
CCOC(=O)N1CCN(C(=O)c2cn(C)c3ccc(S(=O)(=O)N4CCCC4)cc3c2=O)CC1	19%[38.3 µM]	2%	0%	-9%	10%	-2%	-6%
Cc1ccc(-n2c(=O)[nH]cc(C(=O)Nc3ccc4c(c3)OCO4)c2=O)cc1C	11%[38.3 µM]	0%	-6%	11%[10 µM]	2%	-6%	-2%
CCOC(=O)c1cccc(NC(=O)c2cnc3ccccc3n2)c1	·	13%	·	-42%[inhibitor]	?	0%	7%
Cc1cc(C(=O)Nc2sc3c(c2C#N)CCC(C(C)(C)C)C3)no1 (configuration not stated)	13%[38.3 µM]	7%	2%	-9%[10 µM]	-6%	-12%	-4%
O=C(NCCCN1CCC(Cc2ccccc2)CC1)c1ccc2nc(N3CCOCC3)sc2c1	·	-4%	9%	-23%[10 µM]	0%[9.22 µM]	·	-3%
CC(C)c1nc(SCC(=O)NC(=O)NC(C)(C)C)n[nH]1	·	2%	-4%	-10%[10 µM]	-4%[9.22 µM]	·	0%
O=C(CSc1nnnn1C1CCCCC1)NCCc1ccccc1	-7%[38.3 µM]	7%	0%	5%	11%	-4%	-4%
Cc1ccc(-c2ccc(/C=N/n3cnnc3)o2)cc1	·	1%	8%	2%[10 µM]	17%[9.22 µM]	-7%[15.4 µM]	1%
CC(C)OC(=O)Cn1c(=O)sc2ccccc21	6%[38.3 µM]	1%	1%	24%[10 µM]	-11%	-24%	-1%
COc1cc(/C=C/C(=O)c2cccc([N+](=O)[O-])c2)cc(OC)c1OC	3%	-3%	-9%	22%[10 µM]	?	-3%	-4%

Later entries.
| SMILES | IMPase Li inh | GAA glycogen | RGS12 GoLoco inh | HTT ATP protect | HTT aggregate | GAA inhib | aGlu spleen mod |
| --- | --- | --- | --- | --- | --- | --- | --- |
| CC1CCc2c(c3ccccc3[nH]c2=O)O1 (configuration not stated) | -3%[38.3 µM] | -4% | 5% | -11% | 15%[9.22 µM] | 1% | 2% |
| c1ccc(C(c2nnnn2Cc2cccs2)N2CCN(C3CCCC3)CC2)cc1 (configuration not stated) | 10% | -9% | -1% | -1%[10 µM] | 13% | -10% | -1% |
| Cc1csc(NC(=O)C2CCCCN2S(=O)(=O)c2ccccc2)n1 (configuration not stated) | 4% | -12% | 5% | -30% | -5% | -1% | -17% |
| Cc1cc(NC(=O)Cc2csc(-c3ccccc3)n2)ccc1Br | · | -9% | · | 6%[10 µM] | ? | -8% | -3% |
| CCCCN(CC)CCNC(=O)CCNC(=O)Cn1ccc2ccccc2c1=O | 10% | 2% | -8% | -10% | -2% | 3% | -8% |
| O=C(NNC(=S)Nc1ccc(F)cc1)c1ccccc1OC(F)F | 31%[activator][38.3 µM] | -15% | 1% | -2% | ? | -3% | -7% |
| CCOC(=O)N/N=C/c1cc(OC)c(O)c(OC)c1 | 4% | -2% | -27% | · | 17% | 6% | -4% |
| Cc1ccc(C(=O)N/C(=C\c2ccc(-c3ccc([N+](=O)[O-])cc3)o2)C(=O)NC2CCS(=O)(=O)C2)cc1 (configuration not stated) | 0% | -6% | 29% | -15%[10 µM] | -22% | ? | -8% |

The list goes on.
| SMILES | IMPase Li inh | GAA glycogen | RGS12 GoLoco inh | HTT ATP protect | HTT aggregate | GAA inhib | aGlu spleen mod |
| --- | --- | --- | --- | --- | --- | --- | --- |
| COc1cccc(OC)c1C(=O)N1CCN(Cc2ccc3c(c2)OCO3)CC1 | 7%[38.3 µM] | 6% | -4% | -26%[10 µM] | -13% | 2% | 8% |
| COc1ccc(Cl)cc1N1C(=O)C2CCCN2C1c1cccc(F)c1 (configuration not stated) | 5%[38.3 µM] | -1% | -14% | -9% | -1% | -5% | -10% |
| N#C/C(=C(O)\C=C\c1ccccc1)c1nc2ccccc2[nH]1 | · | 1% | 8% | 1%[10 µM] | 22%[9.22 µM] | · | 3% |
| COC(=O)Cc1c(C)nc2nc(NCc3ccc(Cl)cc3)[nH]n2c1=O | -7% | -2% | 7% | -9%[0.074 µM] | 0% | 6% | -6% |
| CC1CCCN(C(=O)c2cc3c(-c4ccc(Cl)cc4)nn(C)c3s2)C1 (configuration not stated) | 23% | -6% | 2% | 2% | 2% | 0% | -9% |
| COc1cccc(NC2=NC3(CCCCC3)N=C(N)N2)c1 | 14%[38.3 µM] | 9% | 7% | -11% | -11% | 2% | -4% |
| O=c1cc(N2CCN(Cc3ccccc3)CC2)[nH]c(=O)n1-c1cccc(C(F)(F)F)c1 | 0% | 1% | 3% | 19%[10 µM] | 4% | 2% | -4% |
